Compound activity: PubChem BioAssay, The Scripps Research Institute Molecular Screening Center
M4 antag = human M4 muscarinic receptor antagonists, primary screen, CHO cells, Fluo-8 calcium fluorescence; Muscarinic acetylcholine receptor M4 (Homo sapiens), P08173; CHO-hM4 cells, ACh EC80; inhibition, % at 3 µM; 360,000 compounds, 0.73% hits;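 active = inhibition above its plate's cutoff, the mean inhibition of sample wells plus 3 SD, cut at about 27% in these data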;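 note: 0% = acetylcholine EC80 with DMSO and 100% = DMSO without agonist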
Target sequence (P08173 whole entry, looked up): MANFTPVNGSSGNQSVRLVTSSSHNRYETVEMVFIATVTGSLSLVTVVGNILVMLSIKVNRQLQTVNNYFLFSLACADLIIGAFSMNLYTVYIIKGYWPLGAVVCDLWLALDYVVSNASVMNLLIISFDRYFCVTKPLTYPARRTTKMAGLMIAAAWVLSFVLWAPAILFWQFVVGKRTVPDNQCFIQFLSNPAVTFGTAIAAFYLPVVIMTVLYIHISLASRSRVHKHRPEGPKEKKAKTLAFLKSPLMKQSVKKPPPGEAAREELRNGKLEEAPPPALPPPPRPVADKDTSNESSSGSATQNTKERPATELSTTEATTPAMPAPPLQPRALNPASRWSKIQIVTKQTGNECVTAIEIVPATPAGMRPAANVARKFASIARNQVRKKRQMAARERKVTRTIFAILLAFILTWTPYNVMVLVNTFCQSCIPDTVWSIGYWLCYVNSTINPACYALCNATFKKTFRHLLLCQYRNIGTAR
M5 ag = human M5 muscarinic receptor agonists, primary screen, CHO-K1 cells, Fluo-8 calcium fluorescence. CHO-K1 hM5 cells; 0% DMSO wells, 100% maximal acetylcholine response. activation, % at 3 µM. 360,000 compounds, 0.19% hits;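 active = activation above the run's mean over test compounds plus 3 SD, cut at about 23% in these data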;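 note: signal is peak over basal fluorescence ratio across the kinetic read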
Target sequence (P08912 whole entry, looked up): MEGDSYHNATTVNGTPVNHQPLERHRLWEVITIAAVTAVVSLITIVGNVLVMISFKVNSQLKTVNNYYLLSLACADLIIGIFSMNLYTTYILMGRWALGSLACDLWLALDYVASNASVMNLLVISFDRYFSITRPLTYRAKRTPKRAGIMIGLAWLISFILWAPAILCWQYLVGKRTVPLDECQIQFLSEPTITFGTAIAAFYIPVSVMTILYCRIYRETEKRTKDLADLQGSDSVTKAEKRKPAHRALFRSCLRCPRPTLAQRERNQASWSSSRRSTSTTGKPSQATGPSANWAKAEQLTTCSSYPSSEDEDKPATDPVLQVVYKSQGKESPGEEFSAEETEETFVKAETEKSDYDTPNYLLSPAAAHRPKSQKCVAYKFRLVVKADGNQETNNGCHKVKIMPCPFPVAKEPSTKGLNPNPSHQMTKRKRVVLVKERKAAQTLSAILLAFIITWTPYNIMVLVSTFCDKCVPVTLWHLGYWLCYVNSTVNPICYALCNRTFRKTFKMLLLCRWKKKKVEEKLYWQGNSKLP
CHO-K1 Ca antag = counter-screen for M1 antagonists: effect in parental CHO-K1 cells | ATP-induced calcium, Fluo-8 fluorescence | inhibition, % at 3 µM | 360,000 compounds, 0.6% hits | AID 602250;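 active = inhibition above a per-plate cutoff, the plate's mean sample inhibition plus 3 SD, cut at about 24% in these data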;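 note: 0% = DMSO plus EC80 ATP and 100% = DMSO alone without ATP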
M1 ag parental = counter-screen for M1 agonists: effect in parental CHO-K1 cells. Fluo-8 calcium fluorescence; scaled to maximal ATP response, vehicle zero. activation, % at 3 µM. 360,000 compounds, 0.48% hits. AID 602248, 2012; in the data active = activation above about 15%;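 note: untransfected CHO-K1 host cells lacking M1 receptor as counterscreen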
M5 antag = human M5 muscarinic receptor antagonists, primary screen, CHO cells, Fluo-8 calcium fluorescence; Muscarinic acetylcholine receptor M5 (Homo sapiens), P08912; CHO-hM5 cells, ACh EC80; inhibition, % at 3 µM; 360,000 compounds, 0.59% hits; AID 624040, 2012;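 active = inhibition above a per-plate cutoff, the mean of that plate's test compounds plus 3 SD, cut at about 27% in these data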;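 note: 0% = acetylcholine EC80 with DMSO and 100% = DMSO without agonist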
CHRM4 agonist = human M4 muscarinic receptor agonists, primary screen, CHO-K1 cells, Fluo-8 calcium fluorescence. Muscarinic acetylcholine receptor M4 (Homo sapiens), P08173. CHO-K1 hM4/Gqi5; vehicle 0%, full acetylcholine response 100%. activation, % at 3 µM. 360,000 compounds, 0.14% hits. AID 624127, 2012;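 active = activation above the run mean over all test wells plus 3 SD, cut at about 32% in these data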;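 note: peak over basal fluorescence ratio per well then scaled between controls; 0% = DMSO wells and 100% = acetylcholine at EC100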
CHO-K1 Ca PAM = nonselective calcium activators in parental CHO-K1 cells, primary screen, counter-screen for M1 PAM project, cell-based, Fluo-8 calcium fluorescence, full deck, 1536-well | ATP EC20; 0% at ATP EC20, 100% at ATP max | activation, % at 3 µM | 360,000 compounds, 0.02% hits;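 active = activation above the run cutoff, the mean activation of all test compounds plus 3 SD, cut at about 40% in these data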;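 note: peak over basal fluorescence ratio in a 140 s read after ATP addition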
M4 PAM = human M4 muscarinic receptor positive allosteric modulators, primary screen, CHO-K1 cells, Fluo-8 calcium fluorescence | activation, % at 3 µM | 360,000 compounds, 0.4% hits | Muscarinic acetylcholine receptor M4 (Homo sapiens), P08173 | AID 624126, 2012 | CHO-K1 hM4/Gqi5, ACh EC20; 0% = ACh EC20, 100% = maximal ACh;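 active = activation above its plate's cutoff, the mean activation of sample wells plus 3 SD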; note: some results filed as inactive read as strong as hits
CHRM5 PAM = human M5 muscarinic receptor positive allosteric modulators, primary screen, CHO-K1 cells, Fluo-8 calcium fluorescence. AID 624038, 2012. activation, % at 3 µM. 360,000 compounds, 0.3% hits. Muscarinic acetylcholine receptor M5 (Homo sapiens), P08912. CHO-K1 hM5, ACh EC20 PAM; 0% = ACh EC20, 100% = ACh EC100;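 active = activation above the run cutoff, the mean activation of all test compounds plus 3 SD, cut at about 18% in these data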
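Assay system: CHO-K1 hM5 cells. Also added: acetylcholine at EC20 concentration, added after compound. Dosing: 3 µM, single dose. Times: compound preincubation 140 s before EC20 acetylcholine addition. Signal: Fluo-8 calcium fluorescence. Measure: % activation relative to EC20 and EC100 ACh responses. Repeats: singlicate, one well per test compound.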
An asterisk follows results filed as active.

Start of the data: the first 11 compounds, to show the layout:
SMILES	M4 antag	M5 ag	CHO-K1 Ca antag	M1 ag parental	M5 antag	CHRM4 agonist	CHO-K1 Ca PAM	M4 PAM	CHRM5 PAM
COc1ccc(-n2nnnc2SCC(=O)Nc2cccc(O)c2)cc1	6	6	-2	2.4	4	6	7	-6	-7
O=C(NNC(=O)c1cc(-c2ccc(Cl)c(Cl)c2)nc2ccccc12)Nc1ccccc1	2	-3	-5	1.1	3	2	9	0	-5
O=C1c2ccccc2C(=O)N1n1cccc1	1	-2	-8	1.3	1	0	13	-7	-4
COc1ccc(N/C=C(\C#N)S(=O)(=O)c2ccc(Cl)cc2)c(OC)c1	-3	4	-13	6.0	10	5	10	-7	-4
CCOCCCNC(=S)N1C2CCC1CC(NC(=O)NC13CC4CC(CC(C4)C1)C3)C2 (centres undefined)	6	1	-11	0.5	-1	0	24	8	2
Cc1[nH]c(SCC(=O)c2c(N)n(C)c(=O)n(C)c2=O)nc1Cc1ccccc1	-3	-5	-9	0.3	20	1	-4	4	-1
CCOC(=O)Cc1cc(-c2ccccc2)nc2ccc3ccccc3c12	-7	-5	-5	-0.1	0	2	12	-3	2
CCCCCCCNC(=O)C1(CC2CC(c3cccc(Br)c3)=NO2)CCN(C(=O)Cc2ccc(F)cc2)CC1 (centres undefined)	-2	0	-14	0.5	9	2	-14	11	-2
Cc1csc2nc(O)c(C(=O)NCCCc3ccccc3)c(=O)n12	-5	4	7	0.1	0	0	15	6	6
COc1ccc(NC(=O)CSc2ccccn2)cc1	-8	-4	-8	0.1	1	0	2	-2	-1
Cc1ccccc1-n1nc(C(=O)O)cc1-c1ccccc1	0	-2	-6	0.6	3	0	19	23	4

Results, previewed entries included:
SMILES	M4 antag	M5 ag	CHO-K1 Ca antag	M1 ag parental	M5 antag	CHRM4 agonist	CHO-K1 Ca PAM	M4 PAM	CHRM5 PAM
COc1ccc(-n2nnnc2SCC(=O)Nc2cccc(O)c2)cc1	6	6	-2	2.4	4	6	7	-6	-7
O=C(NNC(=O)c1cc(-c2ccc(Cl)c(Cl)c2)nc2ccccc12)Nc1ccccc1	2	-3	-5	1.1	3	2	9	0	-5
O=C1c2ccccc2C(=O)N1n1cccc1	1	-2	-8	1.3	1	0	13	-7	-4
COc1ccc(N/C=C(\C#N)S(=O)(=O)c2ccc(Cl)cc2)c(OC)c1	-3	4	-13	6.0	10	5	10	-7	-4
CCOCCCNC(=S)N1C2CCC1CC(NC(=O)NC13CC4CC(CC(C4)C1)C3)C2 (centres undefined)	6	1	-11	0.5	-1	0	24	8	2
Cc1[nH]c(SCC(=O)c2c(N)n(C)c(=O)n(C)c2=O)nc1Cc1ccccc1	-3	-5	-9	0.3	20	1	-4	4	-1
CCOC(=O)Cc1cc(-c2ccccc2)nc2ccc3ccccc3c12	-7	-5	-5	-0.1	0	2	12	-3	2
CCCCCCCNC(=O)C1(CC2CC(c3cccc(Br)c3)=NO2)CCN(C(=O)Cc2ccc(F)cc2)CC1 (centres undefined)	-2	0	-14	0.5	9	2	-14	11	-2
Cc1csc2nc(O)c(C(=O)NCCCc3ccccc3)c(=O)n12	-5	4	7	0.1	0	0	15	6	6
COc1ccc(NC(=O)CSc2ccccn2)cc1	-8	-4	-8	0.1	1	0	2	-2	-1
Cc1ccccc1-n1nc(C(=O)O)cc1-c1ccccc1	0	-2	-6	0.6	3	0	19	23	4
CCN(CC)C(=O)Cc1cc(C(=O)O)c2ccccc2n1	-5	4	-12	-0.1	-5	3	-6	8	4
COc1cc(OC)cc(C(=O)NC(=S)N2CCCCCC2)c1	13	-6	-9	0.8	2	2	17	3	-8
Cn1ncc2c(N)nc(NCCO)nc21	3	0	-2	-0.1	11	0	5	7	0
CCCCC(=O)N(C)c1c(C)nc2ccc(C(=O)N3CCN(C(C)=O)CC3)cn12	18	0	-17	1.4	-1	0	23	-9	-1
COc1cc(NC(=O)c2cccc(Cl)c2)c(OC)cc1NC(=O)CN1CCCCC1	-1	-1	-3	-0.1	-2	2	10	2	2
COCCNC(=O)[C@@H]1CSC2c3ccccc3C(=O)N21 (some centres undefined)	6	-3	-4	2.0	8	1	14	5	2
COc1ccc(NC(C)=O)cc1S(=O)(=O)Nc1ccc(OCc2ccccc2)cc1	2	1	-2	11	15	12	4	-10	0
Cc1cccc(C(=O)NCC(=O)OCC(=O)NC2CCCCC2)c1	0	0	-3	0.3	17	1	6	2	-2
CCC1(C)Cc2c(sc3c2c(=O)n(C)c2nnc(SCc4ccc5c(c4)OCO5)n32)CO1 (centres undefined)	-9	-1	-4	0.2	3	1	-2	0	3
Cc1onc(-c2ccccc2)c1C(=O)Nc1nnc(COc2ccc(Cl)cc2)s1	-3	1	-6	0.4	3	3	12	6	0
CC(=O)Nc1ccc(NS(=O)(=O)c2ccccc2)cc1	11	-4	-6	2.3	7	1	24	-3	-2
Cc1ccc(N(CC(=O)Nc2cccc(C)c2)S(=O)(=O)c2cccc3nonc23)cc1	-2	-11	-10	0.5	-4	-1	17	-5	-3
Cc1cc(=O)oc2cc(OCC(=O)N3c4ccccc4CC3C)ccc12 (centres undefined)	-4	1	-9	0.1	-2	0	16	-2	3
O=C(Nc1cccc(Cl)c1)OCc1cnc(Cl)s1	-1	-7	-1	1.8	13	3	11	5	-6

(further entries)
SMILES	M4 antag	M5 ag	CHO-K1 Ca antag	M1 ag parental	M5 antag	CHRM4 agonist	CHO-K1 Ca PAM	M4 PAM	CHRM5 PAM
Cc1ccc(N(C(=O)Cn2nnc3ccccc32)C(C(=O)NCc2ccco2)c2cccnc2)cc1 (centres undefined)	0	-4	0	0.7	4	4	10	-3	-3
O=S(=O)(NCc1ccc2c(c1)OCO2)c1cccc2nsnc12	-6	-9	-9	0.5	-2	2	-1	-1	3
CC(=O)N1CCc2cc(S(=O)(=O)NC(CC(C)C)C(=O)N3CCc4ccccc4C3)ccc21 (centres undefined)	29*	-5	-5	0.7	1	1	8	32*	-3
O=c1c2cc([N+](=O)[O-])ccc2nc2n1CCC2	-6	-3	-3	0.2	5	1	-5	-5	-1
Clc1ccc(SCCCCN2CCNCC2)cc1	11	-7	0	2.8	1	9	12	-10	-7
CCOC(=O)/C=C/C(=O)OCC(=O)Nc1ccc(C)cc1	1	-3	-6	0.9	1	2	22	-1	6
Cn1cnnc1SCC(=O)NCCC1=CCCCC1	9	3	-7	4.4	15	15	18	-4	-23
CN(C)CCCNC(=S)N1CCN(c2nc(-c3ccccc3)cs2)CC1	12	-10	4	1.7	2	6	-4	-8	-6
CCCCn1c(=N)n(CC(O)c2ccccc2)c2ccccc21 (centres undefined)	-2	-6	-12	1.5	9	2	9	-7	0
CC(=O)c1nnn(-c2cccc([N+](=O)[O-])c2)c1C	-1	-1	-19	0.1	-5	0	24	-2	9
O=[N+]([O-])c1ccc(C2=Nn3cnnc3SC2)cc1	5	2	-7	0.7	-5	0	10	-1	8
Cn1cccc1CN1CCC[C@]2(N[C@H](c3ccc(C(F)(F)F)cc3)[C@@H]3C(=O)N(Cc4ccccc4)C(=O)[C@@H]32)C1=O	0	0	-3	0.3	-2	0	8	-2	4
O=[N+]([O-])c1cccc(CN2CCN(c3ncccn3)CC2)c1	-14	-1	-9	0.4	-13	0	4	3	13
COc1cc2c(cc1OC)C(=O)C(c1ccc3c(c1)OCO3)CC2 (centres undefined)	-11	7	-6	-0.2	0	1	-6	7	-7
O=C(COc1ccccc1F)N1c2ccccc2CCc2ccccc21	-4	0	12	3.0	4	7	4	-6	-4
CC(=O)N1CCc2c(sc(NC(=O)c3cccc(N4C(=O)CCC4=O)c3)c2C(N)=O)C1	-2	1	-9	0.5	-4	1	2	1	-4
O=C(NC1CCCCC1)c1cc(-c2ccc(Cl)cc2)on1	-2	-1	-8	0.0	3	0	-24	-2	3
CS(=O)(=O)c1ccc(Cl)c(NC(=O)c2ccc(-n3cncn3)c([N+](=O)[O-])c2)c1	2	1	-11	1.2	3	1	16	-3	-5
COc1ccccc1NCc1nnc(SCC(=O)N/N=C/c2ccco2)n1-c1ccc(Cl)cc1Cl	-3	-8	-14	0.0	-5	1	23	7	-1
CCCC(=O)OCCNc1cc(SCc2ccco2)c2nonc2c1[N+](=O)[O-]	-8	2	-1	-0.6	-2	0	10	15	5
O=C1C=C(c2ccc(-c3ccccc3)cc2)C[C@@H](c2ccc(F)cc2)C1	-2	5	-8	-0.3	1	1	-17	-2	-4
C/C(CC(=O)Nc1ccc(N(C)C)cc1)=N\NC(=O)c1ccc(F)cc1	-5	-7	-12	0.3	18	0	8	-1	-11
CC12CC3CC(C)(C1)CC(C(=O)N1CCN(C(=O)c4ccco4)CC1)(C3)C2	12	-5	16	0.6	9	2	-11	-5	1
O=C(NC1CCCCC1)N1CCC(n2cnc3ccccc32)CC1	-11	-2	-13	0.0	11	1	13	2	-13
C#CCOc1c(Cl)cc(/C=C2/C(=O)ON=C2C)cc1OCC	-9	-5	0	-0.7	-6	0	10	1	-3

Looked up one by one from the entries so far (2):
SMILES	M4 antag	M5 ag	CHO-K1 Ca antag	M1 ag parental	M5 antag	CHRM4 agonist	CHO-K1 Ca PAM	M4 PAM	CHRM5 PAM
O=c1c2cc([N+](=O)[O-])ccc2nc2n1CCC2	-6	-3	-3	0.2	5	1	-5	-5	-1
C#CCOc1c(Cl)cc(/C=C2/C(=O)ON=C2C)cc1OCC	-9	-5	0	-0.7	-6	0	10	1	-3

Next section:
SMILES	M4 antag	M5 ag	CHO-K1 Ca antag	M1 ag parental	M5 antag	CHRM4 agonist	CHO-K1 Ca PAM	M4 PAM	CHRM5 PAM
CCCCN(C)C(=O)C1CCN(Cc2ccc(OCc3ccccc3)cc2)CC1	26	-7	3	0.6	3	3	-4	-15	-8
O=[N+]([O-])c1cccc(SSc2cccc([N+](=O)[O-])c2)c1	16	26*	-3	-0.1	13	1	12	0	12
Cc1ccnc(SCc2cc(=O)c(OC(=O)c3cccs3)co2)n1	0	3	-13	1.1	3	2	15	-6	4
COc1ccc(C(=O)CN2C(=O)c3ccccc3C2=O)c(OC)c1C	1	-6	5	-0.4	-7	-1	2	7	-9
C#CC(=O)N(c1cccc(OC)c1)C(C(=O)NC1CCCC1)c1cccs1 (centres undefined)	3	-6	-15	0.0	-1	1	8	1	8
O=C(Nc1sc2c(c1C(=O)O)CCCC2)C(=O)N1CCOCC1	-12	-5	-10	0.5	-4	1	-4	6	0
CCOCCCNC(=O)C1CCN(c2cc(C)nc3c(-c4ccc(OC)c(OC)c4)c(C)nn23)CC1	5	2	6	0.4	0	0	-6	18	4
CCOC(=O)CN1NC2(CCC(C)CC2)NC1=S (centres undefined)	2	-1	-4	0.6	-1	0	14	-5	-1
CCCn1c(SCC(=O)NC2CCCCC2C)n[nH]c1=O (centres undefined)	8	-4	-9	0.1	-8	0	10	-6	0
